# Screening results (PubChem)
# HIF activator: HIF pathway transcriptional activators, primary screen, cell-based, U2OS HRE-luciferase, luminescence; 0.32% of 300,000 active; AID 1910, 2009; U2OS HRE-luciferase reporter; normalized: DMSO 0%, desferrioxamine 100%; activation, % at 7.5 µM (by protocol);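 active means mean activation of at least 10% of the iron chelator positive control signal, with at least half of replicates also reaching 10%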
# RGS4 block: RGS4 inhibitors, primary screen, cell-based, HEK293 M3R inducible RGS4, calcium flux. 0.45% of 310,000 active. Regulator of G-protein signaling 4 (Homo sapiens), P49798. Fluo-4 calcium flux; hits give high values; triggered by carbachol at its EC20. B-score at 10 µM;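 active means B-score, a plate-corrected calcium signal, over three deviations above library mean, with baseline fluorescence within five deviations of library mean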;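 further: RGS4 expression induced by doxycycline in cells with stable M3 receptor; B-score is computed from the integrated fluorescence ratio over baseline after carbachol; higher B-score means a larger calcium signal and so more RGS4 inhibition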
# Target sequence (P49798 whole entry, looked up): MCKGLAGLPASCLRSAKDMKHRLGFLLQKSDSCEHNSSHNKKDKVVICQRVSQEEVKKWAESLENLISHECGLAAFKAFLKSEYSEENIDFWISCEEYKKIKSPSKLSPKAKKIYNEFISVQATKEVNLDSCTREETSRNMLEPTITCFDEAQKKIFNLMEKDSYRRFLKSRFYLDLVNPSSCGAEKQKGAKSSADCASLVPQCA
# RGS4 act: RGS4 potentiators or activators, primary screen, cell-based, HEK293 M3R inducible RGS4, calcium flux; carbachol calcium flux Fluo4; hits give low values; B-score at 10 µM; 0.92% of 310,000 active; AID 463111, 2010;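 active means B-score of the integrated calcium signal more than 4 SD below the library mean, with starting fluorescence not abnormally high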;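 further: negative B-score means reduced calcium response which marks RGS4 activation or potentiation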
#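 Also added: carbachol at ECmax as muscarinic agonist stimulus; Assay system: HEK293 cells with stable M3R and inducible RGS4; Timing: overnight RGS4 induction, 30 min dye load 37 °C, 20 min compound RT; Measured by: Fluo4-AM (2 µM) calcium-flux fluorescence, kinetic read.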
# Platelet DG rel: inhibitors of platelet dense granule secretion, primary screen, cell-based, MLPCN, human platelets; 0.22% of 300,000 active; AID 1663, 2009; human platelet-rich plasma, SFLLRN dense granule ATP release, luminescence; inhibition, %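 (compounds screened at 7.5 µM in platelet-rich plasma)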;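 active means mean replicate score, as percent of positive control, at or above 50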
# MrgX1 antagonist: antagonists of human MrgX1 receptor, primary screen, HEK293 cells, Fluo-4 calcium flux. Mas-related G-protein coupled receptor member X1 (Homo sapiens), Q96LB2. BAM8-22 antagonism; hits give low values. B-score at 10 µM. 1.3% of 310,000 active. AID 588676, 2011;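 active means calcium-response B-score plate-corrected more than 3 library SD below zero, starting fluorescence within 5 deviations, no agonist response on first addition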;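 further: peak minus trough fluorescence over baseline after final BAM8-22 challenge near maximal dose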
# Target sequence (Q96LB2 whole entry, looked up): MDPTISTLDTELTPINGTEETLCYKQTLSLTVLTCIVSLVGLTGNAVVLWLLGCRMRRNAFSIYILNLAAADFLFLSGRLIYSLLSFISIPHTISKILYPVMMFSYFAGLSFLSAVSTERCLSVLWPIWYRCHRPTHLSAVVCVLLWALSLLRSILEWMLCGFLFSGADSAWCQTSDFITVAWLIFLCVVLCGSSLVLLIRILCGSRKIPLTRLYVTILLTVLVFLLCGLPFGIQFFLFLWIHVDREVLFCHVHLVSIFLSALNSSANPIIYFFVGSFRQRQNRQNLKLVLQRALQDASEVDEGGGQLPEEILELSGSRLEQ
# SKKanGAS inh: S. pyogenes SKKanGAS growth inhibitors in kanamycin, primary screen, streptokinase expression inhibitor project, SKKanGAS strain, BacTiter-Glo luminescence; 6 h; inhibition, % at 7.5 µM; 1.3% of 300,000 active; AID 1662, 2009;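 active means mean replicate score, as percent of positive control median, at least 50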;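 further: strain carries kanamycin resistance gene driven by streptokinase promoter and grows in 40 µg/ml kanamycin; loss of luminescence reflects streptokinase promoter inhibition or plain growth inhibition; 0% = median of DMSO wells and 100% = positive control at its reference dose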
# MrgX1 ag: agonists of human MrgX1 receptor, primary screen, HEK293 cells, Fluo-4 calcium flux; Mas-related G-protein coupled receptor member X1 (Homo sapiens), Q96LB2; Fluo-4 calcium fluorescence, agonist mode; hits give high values; B-score at 10 µM; 0.44% of 310,000 active; AID 588627, 2011;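 active means calcium response B-score plate-corrected fluorescence ratio at least 3 library SD, with starting fluorescence B-score inside 5 SD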
#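 Assay system: stable human MrgX1 HEK293 cell line. Quantity: 15,000 cells per well. Schedule: cells plated overnight, dye loaded 0.5 h 37 °C, 0.5 h room temperature. Detection: Fluo-4 NW calcium-flux fluorescence, kinetic read. Read-out basis: peak-minus-minimum fluorescence over baseline, converted to B scores. Control set: positive and negative control wells on each plate.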
# TRPC6 act: mouse TRPC6 channel activators, primary screen, cell-based, HEK293, membrane potential dye | 0.13% of 310,000 active | B-score at 10 µM | HEK293-TRPC6 membrane potential dye fluorescence; hits give high values | AID 2550, 2010;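 active means B-score of the integrated fluorescence ratio above library mean plus 3 SD, and starting fluorescence ratio within library mean plus 5 SD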;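 further: higher score means more depolarization so channel activation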
# MrgX1 PAM: positive allosteric modulators of MrgX1, primary screen, HEK293 cells, Fluo-4 calcium flux | FDSS; hits give high values | B-score at 10 µM | 0.63% of 310,000 active | AID 588675, 2011;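 active means plate-corrected calcium response at least 3 library SD above typical, normal starting fluorescence, not activating the receptor alone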;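 further: compound read alongside a low EC10 to EC30 dose of BAM8-22 agonist; peak minus trough fluorescence over baseline measured at the second addition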
# TRPC6 inhibitor: mouse TRPC6 channel inhibitors, primary screen, cell-based, HEK293, membrane potential dye | B-score at 10 µM | Short transient receptor potential channel 6 (Mus musculus), Q61143 | ACh-evoked depolarization; hits give low values | 1.1% of 310,000 active;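 active means B-score under library mean minus 3 SD, initial fluorescence not abnormally high, positive integrated signal ratio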;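 further: B-score derived from integrated fluorescence ratio over the kinetic read; more negative B-score means stronger inhibition of depolarization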
# TRPC4 block: inhibitors of mouse TRPC4 channel, primary screen, Fluo4 calcium, HEK293 TRPC4beta/mu-opioid cells. Short transient receptor potential channel 4 (Mus musculus), Q9QUQ5. DAMGO-evoked Fluo4 calcium flux; hits give low values. B-score at 10 µM. 0.39% of 300,000 active;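 active means B-score over 3 SD under the library average, no early fluorescence shift, positive overall ratio signal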
#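 Signal: kinetic Fluo4 fluorescence imaging of calcium influx. Material: stable TRPC4beta/mu-opioid receptor HEK293 cells. Probe or stimulus: DAMGO in two steps, submaximal then maximal.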
# * hit, by the source's call; i = inactive; . = no result given. This is a random part of the collection (roughly 6.1% active in at least one column).
SMILES,HIF activator,RGS4 block,RGS4 act,Platelet DG rel,MrgX1 antagonist,SKKanGAS inh,MrgX1 ag,TRPC6 act,MrgX1 PAM,TRPC6 inhibitor,TRPC4 block
CCC(=O)Nc1ccc(-c2ccc(N3CCCCC3)nn2)cc1,2.4,i,i,-11,i,1,i,i,i,i,i
Cc1nnc(SCC(=O)Nc2nc(-c3ccccc3)cs2)n1N,0.7,i,i,2,i,-6,i,i,i,i,i
CCC1Oc2ccc(C)cc2N(CC(=O)NCc2cccc(OC)c2)C1=O (centres undefined),-0.1,i,i,-7,i,13,i,i,i,i,i
O=C(Nc1ccncc1)c1cccc(S(=O)(=O)N2CCCC2)c1,0.0,i,i,4,i,-1,i,i,i,i,i
CCc1ccc(-c2cc(C(=O)NN3CCOCC3)c3ccccc3n2)cc1,1.4,i,i,1,i,2,i,i,i,i,i
O=C(N/N=C/c1cccs1)c1cc(-c2ccncc2)nc2ccccc12,-33,i,i,-10,i,-14,i,i,i,i,i
COC(=O)c1ccc2c(C(C)(C)O)c(C(C)(C)O)[nH]c2c1,1.3,i,i,-11,i,12,i,i,i,i,i
COc1ccc(CN(C)S(=O)(=O)c2nnc(NC(=O)c3cccc(F)c3)s2)cc1,-0.1,i,i,0,i,26,i,i,i,i,i
Cc1ccc(C(=O)NC2CCN(C(=O)Nc3ccccc3Cl)CC2)cc1,0.0,i,i,2,i,24,i,i,i,i,i
Cc1ccc(C)c(CN2CCC(CNC(=O)CCc3nnc4ccc(N5CCC(C)CC5)nn34)CC2)c1,-0.9,i,i,-2,i,-6,i,i,i,i,i
O=[N+]([O-])c1ccccc1/C=N\N1CCN(Cc2ccccc2Cl)CC1,1.1,i,i,-13,i,31,i,i,i,i,i
c1ccc(-c2cn(CC3CCCCC3)nn2)cc1,4.0,i,i,0,i,3,i,i,i,i,i
Clc1ccc(OCc2nnc(SCc3nc4ccccc4[nH]3)n2Cc2ccco2)cc1,0.0,i,i,-9,i,21,i,i,i,i,i
CSc1ccccc1NC(=O)CCn1c(=O)sc2ccccc21,-0.8,i,i,7,-6.3*,-4,i,i,i,i,i
CCOc1ccc(NC(=O)CN(C)C(=O)c2ccc(C3SCCS3)cc2)cc1OCC,0.5,i,i,-6,i,5,i,i,i,i,i
COc1ccccc1N1CCN(C(CNC(=O)c2ccco2)c2cccnc2)CC1 (centres undefined),-0.2,i,i,-1,i,-1,i,i,i,i,i
Cc1cc(OCC(=O)N(Cc2ccco2)C2CCS(=O)(=O)C2)cc(C)c1Cl (centres undefined),0.7,i,i,-12,i,-2,i,i,i,i,i
O=C(Nc1ccc(-c2cn3ccccc3n2)cc1)c1ccco1,4.7,i,i,8,i,0,i,i,i,i,i
CSc1nc2ccccc2n1Cc1c(Cl)cccc1Cl,0.1,i,-8.4*,1,i,16,i,i,i,i,i
COC(=O)c1cc(Cl)c(NC(=O)c2cc(OC)c(OC)c(OC)c2)cc1OC,-0.1,i,i,8,i,5,i,i,i,i,.
COc1ccc(/C=N/NC(=O)Cc2cccs2)cc1,2.9,i,i,-2,i,5,i,i,i,i,i
Cc1nn(-c2ccccc2)nc1C(=O)Nc1ccc2c(c1)OCCO2,-0.2,i,i,5,-12*,-8,i,i,i,i,i
CNc1cc(CSC)nc(SCc2ccc(Cl)cc2Cl)n1,-1.0,i,i,1,i,20,i,i,i,i,i
CCCc1ncc(C(O)(c2ccccc2)c2ccccc2)n1C,-0.1,i,-12*,-1,i,-1,i,i,i,-8.8*,i
O=C(Cc1cccc2ccccc12)N/N=C1\CCCc2ccccc21,-0.9,i,i,7,i,3,i,i,i,i,i
CCCn1c(SCc2ccc(C(=O)OC)o2)nc2ccccc2c1=O,-0.3,i,i,1,i,5,i,i,i,i,i
O=C(CSc1n[nH]c(-c2ccccc2F)n1)NCC(=O)Nc1ccc(F)c(F)c1F,-0.2,i,i,-2,i,-18,i,i,i,i,i
O=C(O)CNS(=O)(=O)c1cccc(Cl)c1,-0.2,i,i,-1,i,0,i,i,i,i,i
CCOC(=O)Cn1ncc2c3ccccc3n(CC(=O)OCC)c2c1=O,-4.8,i,i,5,i,-3,i,i,i,i,i
CC(C)CC(CO)N1CCN(C(=O)c2ccc(Cl)cc2)CCC1=O (centres undefined),1.6,i,i,-2,i,0,i,i,i,i,i

# Next part; the last four above are carried over.
SMILES,HIF activator,RGS4 block,RGS4 act,Platelet DG rel,MrgX1 antagonist,SKKanGAS inh,MrgX1 ag,TRPC6 act,MrgX1 PAM,TRPC6 inhibitor,TRPC4 block
O=C(CSc1n[nH]c(-c2ccccc2F)n1)NCC(=O)Nc1ccc(F)c(F)c1F,-0.2,i,i,-2,i,-18,i,i,i,i,i
O=C(O)CNS(=O)(=O)c1cccc(Cl)c1,-0.2,i,i,-1,i,0,i,i,i,i,i
CCOC(=O)Cn1ncc2c3ccccc3n(CC(=O)OCC)c2c1=O,-4.8,i,i,5,i,-3,i,i,i,i,i
CC(C)CC(CO)N1CCN(C(=O)c2ccc(Cl)cc2)CCC1=O (centres undefined),1.6,i,i,-2,i,0,i,i,i,i,i
CCOC(=O)N1CCN(Cc2ccc(F)cc2F)CC1,-0.3,i,i,-13,i,-6,i,i,i,i,i
COc1ccc(CCNC(=O)CN(CCc2ccccc2)S(C)(=O)=O)cc1,-0.1,i,i,-4,i,-13,i,i,i,i,i
Cn1c(=O)c2c(SCC(=O)N3CCCc4ccccc43)nc(C3CC3)nc2n(C)c1=O,0.1,i,i,1,i,19,i,i,i,i,i
Cc1ccc(CSc2nccc(-c3c(C)nc4ccccn34)n2)cc1,3.0,i,i,6,i,9,i,i,i,i,i
COc1ccc2[nH]c(=O)c(CN(CCO)C(=O)c3ccccc3F)cc2c1,-0.3,i,i,-2,i,-1,i,i,i,i,i
CCc1cc2c(SCC(=O)c3ccc(Cl)s3)ncnc2s1,-0.1,i,i,20,i,12,i,i,i,i,i
Cc1nc2ccccc2n1CC(=O)OCC(=O)NCc1ccccc1,0.4,i,i,-1,i,-1,i,i,i,i,i
COc1nc2c(s1)C(=O)NCCC2,-0.2,i,i,-2,i,-4,i,i,i,i,i
CCOc1ccc2nc(NC(=O)C3CCN(C(=O)c4ccco4)CC3)sc2c1,3.6,i,i,12,i,3,i,i,i,i,i
COc1ccc(/C=C/C(=O)Nc2cccc(F)c2)cc1S(=O)(=O)N1CCOCC1,1.3,i,i,-6,i,2,i,i,i,i,i
CC(CCc1ccccc1)NC(=O)[C@@H]1Cc2ccccc2CN1 (some centres undefined),-7.4,i,i,-5,i,2,i,i,i,i,i
C=CCNCCCOc1ccc(C)cc1Br,1.2,i,i,-6,i,-2,i,i,i,i,i
CCOC(=O)N1CCN(C(=O)COC(=O)c2ccc(S(=O)(=O)N(CC)CC)cc2)CC1,-1.7,i,i,4,i,-5,i,i,i,i,i
COc1ccc(-c2nc(NC(=O)CSc3nnc(C)s3)ns2)cc1,2.6,i,i,23,i,1,i,i,i,i,i
CCC(C)N(C(=O)COc1ccc(Br)cc1C=O)C1CCS(=O)(=O)C1 (centres undefined),0.4,i,i,0,i,6,i,i,i,i,i
COc1ccc(-c2nc(N)ncc2-c2ccccc2)c(O)c1,0.4,i,i,2,i,1,i,i,i,i,i
O=C(CSC(=S)N1CCCC1)Nc1ccc(Br)cc1Cl,0.2,i,i,-7,i,-2,i,i,i,i,i
CC(=O)N(CCC(c1ccccc1)c1ccco1)Cc1cccs1 (centres undefined),0.3,i,i,-2,i,1,i,i,i,i,i
COc1ccccc1NC(=O)C(=O)NCc1ccncc1,-0.4,i,i,-2,i,-1,i,i,i,i,i
Cc1ccccc1NC(=O)c1nn(C)c2c1CS(=O)(=O)c1ccccc1-2,.,i,i,-2,i,1,i,i,i,i,i
CCC(C)N1C(=O)S/C(=C/c2ccc3c(c2)n(C)c(=O)n3C)C1=O (centres undefined),2.7,i,i,3,i,19,i,i,i,i,i
CCn1c(/C=C/c2ccc(O)cc2)nc2ccccc2c1=O,0.2,i,i,-1,i,-1,i,i,i,i,i
O=C1N=C(N2C=CC(=C3C=CNC=C3)C=C2)/C(=C/N=NC(=O)c2ccccc2O)S1,-0.1,i,i,5,i,3,i,i,i,i,i
COc1ccccc1NC(=O)c1ccc(Br)c(S(=O)(=O)N2CCCC2)c1,-0.1,i,i,-5,i,-2,i,i,i,i,i
CCOCCCNC(=O)C(c1ccc(C)cc1)N(Cc1ccc2c(c1)OCO2)C(=O)CNC(C)=O (centres undefined),-45,i,i,1,i,-2,i,i,i,i,i
CC1Cc2ccccc2N1CC(=O)c1c(N)n(Cc2ccccc2)c(=O)n(C)c1=O (centres undefined),-0.1,i,i,-9,i,1,i,i,i,i,i
CC(OC(=O)CN1C(=O)C2CCCCC2C1=O)C(=O)Nc1ncc(Cl)cc1Cl (centres undefined),-0.1,i,i,0,i,5,i,i,i,i,i
C=CCn1c(SCc2ccc(C(=O)Nc3nccs3)cc2)nnc1-c1ccc(C)c(Cl)c1,-0.5,i,i,2,i,46,i,i,i,i,i
COc1ccccc1CNC(=O)CN(C)CC(=O)Nc1cccc(F)c1,-0.4,i,i,-1,i,-3,i,i,i,i,i
COC(=O)c1ccc(CNC(=O)C(NC(=O)c2ccco2)C(C)C)cc1 (centres undefined),0.1,i,i,-1,i,-3,i,i,i,i,i
CC(NC(=O)c1ccc(F)cc1)C(c1cccs1)N1CCN(C)CC1 (centres undefined),-0.2,i,i,-6,i,0,i,i,i,i,i
